POLH inh: DNA polymerase eta (human) inhibition | Q9Y253 | recombinant Pol eta, fluorescent DNA replication assay | Potency, µM (top dose mostly 114 µM), without a hit: at the top dose activity change, negative = inhibition, actives largely listed as inhibitors | actives 1.2% (n = 390,000) | AID 588591; note: % is set by controls: 0 for no effect and ±100 for the full control effect
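Pol eta (10 nM) was preincubated with compounds for 15 min at room temperature, after which fluorescent replication substrate (50 nM final) was added to start the reaction. Fluorescence was read kinetically at 0 and 10 min.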
POLK inh: DNA polymerase kappa (human) inhibition. Q9UBT6. purified Pol kappa, fluorescent DNA synthesis assay, 10 min. Potency, µM (top dose mostly 107 µM), inactives show at the highest dose activity, negative = inhibition, hits mostly inhibitors. actives 0.53% (n = 400,000). AID 588579; note: % is set by controls: 0 for no effect and ±100 for the full control effect
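Pol kappa 10 nM + cpd, 15 min RT; start w/ substrate 50 nM final; fluorescence kinetic read, 0 and 10 min. Neg ctrl: buffer, no enzyme.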
JMJD2A Tudor inh: JMJD2A Tudor domain (human) inhibition | O75164 | AlphaScreen JMJD2A-Tudor / H3K4me3 peptide binding | actives 4.4% (n = 390,000) | AID 504339 | Potency, µM (highest dose often 114 µM), without a hit: top-dose activity change, negative = inhibition, usual class: inhibitors; note: % is set by controls: 0 for no effect and ±100 for the full control effect; nearly all actives have a fitted effect of over 50% in size
APE1 inh: blocks human APE1 abasic DNA cleavage; Potency, µM (titrated, usually from 65.8 µM), inactives show top-dose activity change, negative = inhibition, hits mostly inhibitors; P27695; recombinant APE1, TAMRA/BHQ-2 abasic DNA cleavage fluorescence; actives 0.35% (n = 350,000);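 note: plate controls were vehicle for no effect and reference inhibitor for full effect; nearly all actives have a fitted effect of over 55% in size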
Target sequence (P27695 whole entry, looked up): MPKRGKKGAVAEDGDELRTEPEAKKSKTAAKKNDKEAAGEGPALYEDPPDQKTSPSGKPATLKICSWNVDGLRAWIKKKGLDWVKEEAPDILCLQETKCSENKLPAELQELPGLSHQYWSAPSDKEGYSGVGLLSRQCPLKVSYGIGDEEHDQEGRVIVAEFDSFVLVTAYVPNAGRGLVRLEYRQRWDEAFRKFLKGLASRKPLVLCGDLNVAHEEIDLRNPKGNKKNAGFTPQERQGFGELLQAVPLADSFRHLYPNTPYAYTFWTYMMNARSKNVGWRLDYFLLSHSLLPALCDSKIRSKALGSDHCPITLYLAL
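0.75 nM APE1 + cpd, 15 min RT; start w/ 50 nM TAMRA/BHQ-2 THF-abasic dsDNA; kinetic fluor 525/598 nm ×3 reads @60 s; Δ(read3−read1); normalized to DMSO and NSC13755 control wells.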
G9a inh: G9a (human) methyltransferase inhibition | G9a H3K9 monomethylation, AlphaScreen, 2 h | Potency, µM (series often up to 102 µM), inactives show at the highest dose activity, negative = inhibition, usual class: inhibitors | actives 8.8% (n = 350,000); note: % is set by controls: 0 for no effect and ±100 for the full control effect; nearly all actives have a fitted effect of over 75% in size
Target sequence (Q96KQ7 913-1193 limits assumed): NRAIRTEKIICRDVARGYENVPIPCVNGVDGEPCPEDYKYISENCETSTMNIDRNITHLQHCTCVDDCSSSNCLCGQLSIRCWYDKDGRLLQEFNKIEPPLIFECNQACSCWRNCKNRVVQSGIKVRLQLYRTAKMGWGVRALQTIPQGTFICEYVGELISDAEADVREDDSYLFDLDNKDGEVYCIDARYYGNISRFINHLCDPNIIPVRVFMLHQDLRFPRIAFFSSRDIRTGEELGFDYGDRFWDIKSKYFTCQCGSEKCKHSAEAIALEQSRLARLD
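Quantitative HTS format: methyltransferase activity on a biotin-tagged H3K9 peptide is measured by AlphaScreen, using a rabbit anti-monomethyl-H3K9 antibody with streptavidin donor and anti-IgG acceptor beads. Final levels are 20 nM enzyme, 500 nM peptide, 20 uM SAM; 2 h RT.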
POLB inh: inhibitors of human DNA polymerase beta; P06746; Pol beta primer extension/strand displacement, fluorescence kinetic; Potency, µM (titrated, usually from 114 µM), for inactives: at the top dose activity change, negative = inhibition, usual class: inhibitors; actives 1.3% (n = 340,000); note: % is set by controls: 0 for no effect and ±100 for the full control effect
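Human Pol beta at 10 nM; strand-displacement substrate 50 nM final. Compound exposure 15 min at room temperature before start, reaction 10 min at room temperature.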
BLM inh: blocks DNA unwinding by human BLM helicase; AID 2528; actives 0.2% (n = 350,000); recombinant BLM DNA unwinding, fluorescence dequenching; Potency, µM (highest dose often 56.1 µM), without a hit: at the highest dose activity change, negative = inhibition, most hits filed as inhibitors;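 note: plate controls were vehicle for no effect and no enzyme for full effect; nearly all actives have a fitted effect of over 35% in size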
Pol iota inh: blocks human DNA polymerase iota activity; actives 1% (n = 390,000); Potency, µM (series often up to 115 µM), for inactives: top-dose activity, negative = inhibition, most hits filed as inhibitors; Pol iota fluorescent replication assay, 10 min; Q9UNA4
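Fluorescent replication assay read twice, at 0 min and 10 min after adding 50 nM (final) substrate. Enzyme (10 nM) and compounds were first incubated 15 min at room temperature; enzyme-free buffer wells were negative controls.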
BAZ2B block: inhibitors of human BAZ2B bromodomain | Q9UIF8 | AlphaScreen BAZ2B-H3K14Ac peptide displacement | Potency, µM (doses to about 114 µM), for inactives: at the top dose activity change, negative = inhibition, usual class: inhibitors | actives 4.4% (n = 360,000) | AID 504333; note: % is set by controls: 0 for no effect and ±100 for the full control effect; nearly all actives have a fitted effect of over 60% in size
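Multi-concentration screen (max 110 uM) measuring displacement of acetylated histone H3 peptide from BAZ2B by AlphaScreen, using 50 nM protein, 50 nM peptide and 10 ug/mL streptavidin donor plus Ni-chelate acceptor beads.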
* marks the source's active call; other numbers are inactive results; u = inconclusive; x = no result given; & = joins results of further samples; [ ] = dose if it differs, or a comment. Calls come from the whole dose curve; as a rule, active = well fitted curve in the direction sought with a large enough effect; inconclusive = small, poorly fitted or top-dose-only effect, or another doubt; inactive = no such curve, though single readings can be large; an effect the other way counts as inactive or inconclusive. Potency is the fitted concentration of half-maximal effect.

entry	mol	POLH inh	POLK inh	JMJD2A Tudor inh	APE1 inh	G9a inh	POLB inh	BLM inh	Pol iota inh	BAZ2B block
1	Cc1cccc(NC(=O)CN2CCN(C(=O)CN3C(=O)NC4(CCCCC4C)C3=O)CC2)c1C (stereo unspecified)	-9%	20%	1%	x	x	x	x	46%[activator]	x
2	Cc1ccccc1OCCCc1c(C)n[nH]c1C	-9%	-5%	3%	3%	u	-18%	-4%	82%[activator]	-24%
3	c1ccc2c(c1)Cc1cc(CN3CCOCC3)ccc1-2	-12%	0%	-24%	-12%	1%[59 µM]	-2%	4%	11%	-8%
4	COC(c1ccccc1)c1nnc(CCC(=O)N2CCN(C3CCCC3)CC2)o1 (stereo unspecified)	-3%	-12%	-3%	u	12%[0.501 µM]	8%	-1%	7%	-2%
5	S=C1NC(C23CC4CC(CC(C4)C2)C3)=CC(c2ccc3c(c2)OCO3)N1 (stereo unspecified)	-16%	-11%	-31%	-5%	u	-12%	0%	133%[activator]	x
6	COCCN(C(=O)CCC(=O)Nc1cc(C)on1)C(C(=O)NC1CCCC1)c1ccc(C)cc1 (stereo unspecified)	-16%	-4%	-13%	32%[12.4 µM]	-3%[59 µM]	3%	1%	11%	0%
7	Cc1cccc(NC(=O)CN(C)S(=O)(=O)c2ccc(-c3ccc(=O)[nH]n3)s2)c1C	u	2%	-9%	-22%	0%	u	-12%	-19%	-26%
8	CSCCC1C(C#N)=C(N)Oc2n[nH]c(-c3cccs3)c21 (stereo unspecified)	-13%	-12%	u	-6%	u	3%	-6%	22%	-13%
9	CCN(CC(=O)Nc1ccc(NC(C)=O)cc1)C(=O)/C=C/c1cn(-c2ccccc2)nc1-c1ccc(F)cc1	u	-2%	-12%	8%	-23%[59 µM]	x	x	31%[activator]	-2%
10	COc1cc(/C=N/NC(=O)C(=O)NCc2ccco2)ccc1O	-5%	-5%	-16%	3%	u	0%[57.1 µM]	0%	31%[activator]	10%
11	C=C1CC(C(=O)N/N=C/c2ccccc2)C1	-21%	0%	13%	15%	3%	15%	-14%	17%	5%
12	O=[N+]([O-])c1ccc(CSc2ncnc3c2ncn3[C@@H]2O[C@H](CO)[C@@H](O)[C@H]2O)cc1	-5%	2%[60.1 µM]	-6%	14%	-3%&5%[59 µM]	x	x	5%	7%

Brought forward from above: 4 entries, then new ones.
entry	mol	POLH inh	POLK inh	JMJD2A Tudor inh	APE1 inh	G9a inh	POLB inh	BLM inh	Pol iota inh	BAZ2B block
9	CCN(CC(=O)Nc1ccc(NC(C)=O)cc1)C(=O)/C=C/c1cn(-c2ccccc2)nc1-c1ccc(F)cc1	u	-2%	-12%	8%	-23%[59 µM]	x	x	31%[activator]	-2%
10	COc1cc(/C=N/NC(=O)C(=O)NCc2ccco2)ccc1O	-5%	-5%	-16%	3%	u	0%[57.1 µM]	0%	31%[activator]	10%
11	C=C1CC(C(=O)N/N=C/c2ccccc2)C1	-21%	0%	13%	15%	3%	15%	-14%	17%	5%
12	O=[N+]([O-])c1ccc(CSc2ncnc3c2ncn3[C@@H]2O[C@H](CO)[C@@H](O)[C@H]2O)cc1	-5%	2%[60.1 µM]	-6%	14%	-3%&5%[59 µM]	x	x	5%	7%
13	CCC(CC)c1nn2c(=O)cc(COc3ccc(NC(=O)c4ccc(Cl)cc4)cc3)nc2s1	-16%	-1%	-12%	x	8%[59 µM]	6%	1%	44%[activator]	-2%
14	Cc1cc(C)c2c3c(sc2n1)C(=O)N(Cc1ccccc1)CC(=O)N3	5%	-2%	5%	3%	7%	-3%	0%	20%	3%
15	Cc1cccc(C(=O)Nc2ccccc2-c2nnn(CC(=O)Nc3ccc4c(c3)OCCO4)n2)c1	-5%	-11%	-2%	-2%	48%[12.7 µM]	8%	-3%	11%	8%
16	O=S(=O)(Nc1cccc(F)c1)c1ccc2[nH]c3c(c2c1)CCCCC3	-11%	-23%	u	x	u	-23%	-10%	-14%	-27%[57.1 µM]
17	C=CCn1c(=O)c2ccccc2n2c(SCc3nc(N)nc(Nc4ccccc4C)n3)nnc12	-8%	10%	-13%	-2%	-34%	1%	1%	u	-7%
18	Cc1ccc(C)c(N(C)C(=O)CCS(=O)(=O)c2cccc3nonc23)c1	5%	-22%	-11%	-16%	-30%	15%	-2%	30%	19%
19	CNC(=O)CN(C1CCCCC1)S(=O)(=O)c1ccc(OC)c(Cl)c1	-15%	-14%	-6%	-2%	50µM*	25%	0%	9%	4%
20	O=C(CSc1nnc(-c2ccc(Cl)cc2)o1)N1CCOCC1	-25%	0%	13%	-10%	-3%	5%	0%	36%[activator]	5%
21	O=C(NCC(=O)N1CCCC(C(F)(F)F)C1)c1ccc(Br)o1 (stereo unspecified)	-5%	-6%	-5%	10%	4%[59 µM]	x	x	23%	-5%
22	CC(C)(C)OC(=O)NCCCCCc1nnc(SCc2cccc(F)c2)o1	-15%	5%	21%	20%	51%[activator]	11%	1%	6%	-4%
23	CCOC(=O)c1cc(CC)sc1NC(=O)COC(=O)c1cnccn1	-21%	33%	-12%	1%	5%[0.501 µM]	x	x	30%	4%
24	NS(=O)(=O)c1ccc(CCNC(=O)COC(=O)Cc2ccc([N+](=O)[O-])cc2)cc1	-8%	-2%	-13%	-5%	14%[12.7 µM]	x	x	8%	-3%
25	CN(C(=O)COC(=O)CN1C(=O)c2cccc([N+](=O)[O-])c2C1=O)c1ccccc1	0%	-3%	-16%	3%	6%[12.7 µM]	x	x	9%	7%
26	Nc1nc(SCC(=O)C23CC4CC(CC(C4)C2)C3)n[nH]1	12%	3%	-17%	-2%	35µM*	-1%	-3%	7%	1%
27	Cc1nc(SCC(=O)Nc2ccc(C)c(Cl)c2)cc(-c2ccccc2)n1	2%	-9%	21%	x	8%[59 µM]	-2%	-8%	4%	16%
28	O=c1c(-c2ccc(F)c(F)c2)nc2cncnc2n1Cc1ccccc1	x	-4%[60.1 µM]	x	-8%	-3%[12.7 µM]	x	-3%	x	x
29	CC(C)CCN=Cc1c(O)n(-c2ccccc2)c(=O)c2ccccc12	2%	3%	u	-5%	-2%[59 µM]	0%	-5%	78%[activator]	-34%
30	Cc1ccc(-c2ocnc2C(=O)Nc2ccccc2NC(=O)c2ccccn2)cc1	-7%	-20%	-11%	35%[activator]	8%	1%	-6%	77%[activator]	-18%
31	COc1cccc(NC(=O)c2ccc3c(O)c(S(=O)(=O)c4ccccc4)c(=O)[nH]c3c2)c1	-3%	-12%	45µM*	10%	14%[59 µM]	6%	-3%	-3%	-9%
32	COc1cccc(-c2cn3c(n2)sc2cc(C(=O)NCc4ccccc4F)ccc23)c1	-2%	2%	0%	x	1%[59 µM]	-10%	0%	u	-2%
33	CCOc1ccc(-n2cc(-c3ccccc3)c3c(=S)nc[nH]c32)cc1	-19%	-4%	u	86%[activator]	12%[59 µM]	1%	-10%	6%	-35%
34	COc1cccc(CN(C)CC2CCCN(CCc3ccc(Cl)cc3)C2)c1OC (stereo unspecified)	4%	2%	-25%	8%	x	25%	4%	143%[activator]	-33%
35	O=C(c1ccco1)N1CCN(Cc2cc(=O)c(OCc3c(F)cccc3Cl)co2)CC1	-6%	7%	-11%	48%[activator]	u	x	x	58%[activator]	4%
36	CCN(CC(=O)NCc1ccc(Cl)cc1)C(=O)c1cc(OC)cc(OC)c1	-13%	-13%	-1%	12%	14%	0%	0%	113%[activator]	10%
37	O=C(CCl)N1CCN(CC(=O)N2CCCC2)CC1	-15%	4%	6%	-12%	22%	43%	-1%	-14%	2%
38	O=C1CCCN1c1ncc(S(=O)(=O)c2ccc([N+](=O)[O-])cc2)s1	-6%	-2%	-13%	1%	8%	14%	-2%	170%[activator]	0%
39	CCOC(=O)Cc1csc(NC(=O)CSc2nc(C)cc(C)n2)n1	-3%	-7%	-13%	16%	x	x	x	86%[activator]	x
40	COc1cccc(C2NC(=O)c3sc(=S)n(-c4ccccc4)c3N2)c1 (stereo unspecified)	-16%	-1%	-26%	-1%	40µM*	13%	-2%	4%	-31%
41	Cc1ccc(-n2nnnc2SCC(=O)N2CCc3ccccc3C2)c(C)c1	-8%	-16%	-3%	8%	-30%[12.7 µM]	1%	-9%	-11%[58.9 µM]	-3%
42	COc1ccc(Br)cc1CN(C)CC(=O)Nc1ccccc1Cl	-6%	-11%	49%[activator]	-3%	49%	4%[57.1 µM]	-3%	10%	72%[activator]
43	Cc1nn(C)c(C)c1NC(=S)Nc1ccc(S(=O)(=O)Nc2ncccn2)cc1	-17%	-1%	-6%	35%	71µM*	-11%	-2%	u	-15%
44	C=C[C@@H]1c2ccccc2N(S(=O)(=O)c2ccc(C)cc2)[C@H](c2ccc(C(=O)OC)cc2)C1(C#N)C#N	-22%	7%	-11%	3%	x	x	x	17%	x
45	CC(C)=CCc1c(-c2ccc(O)cc2O)oc2cc3c(c(O)c2c1=O)C=CC(C)(C)O3	-27%	2%	u	x	x	x	x	33%[activator]	x
46	N#Cc1ccc(NC(=O)COC(=O)c2cccnc2Cl)cc1	-16%	-4%	-10%	18%	x	x	x	-3%	x
47	O=C(CN1CCCC1=O)NC1(C(F)(F)F)NC(=O)N(Cc2ccccc2)C1=O (stereo unspecified)	-1%	1%	-10%	16%	u	4%	-1%	33%[activator]	-6%
48	O=C(C1CC1)N1N=C(C2CCCCC2)CC1(O)C(F)(F)F (stereo unspecified)	-5%	-4%	6%	6%	16%	17%	-2%	25%	9%
49	CCn1c2ccccc2c2cc(NC(=O)c3ccco3)ccc21	-9%	-13%	-35%	-10%	u	3%	-15%	-17%	-36%
50	COc1ccc(OC)c(CNC(=O)NCc2noc3ccc(C)cc23)c1	-18%	8%	6%	x	24%[59 µM]	4%	1%	4%	5%
51	Cc1cc(NC(=O)CSc2nnc(-c3cccs3)n2N)no1	-9%	-3%	-7%	-11%	-43%	15%	2%	13%	16%

Some of the compounds tested. The share of hits here may be higher or lower than overall.
